Screens deposited in PubChem by The Scripps Research Institute Molecular Screening Center.
MITF primary: human MITF inhibition, primary screen | AlphaScreen MITF homodimerization, bead proximity signal | inhibition, % at 2.6 µM | O75030 | 0.91% of 650,000 active; in the data active = inhibition above about 50%;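 also: 0% = vehicle wells with protein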
Target sequence (O75030 whole entry, looked up): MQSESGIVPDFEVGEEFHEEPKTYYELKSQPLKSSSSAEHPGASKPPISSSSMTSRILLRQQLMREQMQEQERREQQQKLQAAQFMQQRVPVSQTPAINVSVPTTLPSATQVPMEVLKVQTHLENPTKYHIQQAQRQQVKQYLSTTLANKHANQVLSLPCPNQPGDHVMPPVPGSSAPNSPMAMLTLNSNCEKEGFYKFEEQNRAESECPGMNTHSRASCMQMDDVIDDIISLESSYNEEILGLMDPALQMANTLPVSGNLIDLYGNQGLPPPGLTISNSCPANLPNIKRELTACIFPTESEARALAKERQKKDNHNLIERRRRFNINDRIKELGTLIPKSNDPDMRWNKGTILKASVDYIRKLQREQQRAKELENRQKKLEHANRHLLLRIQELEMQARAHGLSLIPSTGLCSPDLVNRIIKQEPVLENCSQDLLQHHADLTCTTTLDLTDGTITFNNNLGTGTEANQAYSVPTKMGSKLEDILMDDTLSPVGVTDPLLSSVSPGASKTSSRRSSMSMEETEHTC
TEAD-YAP block: TEAD-YAP interaction inhibition | HEK-TIYL cells, TEAD-Gal4/YAP UAS-luciferase luminescence | inhibition, % at 9.12 µM | 1.4% of 640,000 active | AID 1259422; in the data active = inhibition above about 32%;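 also: 0% = median of test compound wells and 100% = reference inhibitor wells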
GPR151 ag: activates the human receptor GPR151; activation, % at 11.2 µM; 1% of 650,000 active; PathHunter beta-arrestin GPR151 cells, luminescence; in the data active = activation above about 4.9%;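 also: 0% = median of compound wells and 100% = cells with positive control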
Target sequence (Q8TDV0 whole entry, looked up): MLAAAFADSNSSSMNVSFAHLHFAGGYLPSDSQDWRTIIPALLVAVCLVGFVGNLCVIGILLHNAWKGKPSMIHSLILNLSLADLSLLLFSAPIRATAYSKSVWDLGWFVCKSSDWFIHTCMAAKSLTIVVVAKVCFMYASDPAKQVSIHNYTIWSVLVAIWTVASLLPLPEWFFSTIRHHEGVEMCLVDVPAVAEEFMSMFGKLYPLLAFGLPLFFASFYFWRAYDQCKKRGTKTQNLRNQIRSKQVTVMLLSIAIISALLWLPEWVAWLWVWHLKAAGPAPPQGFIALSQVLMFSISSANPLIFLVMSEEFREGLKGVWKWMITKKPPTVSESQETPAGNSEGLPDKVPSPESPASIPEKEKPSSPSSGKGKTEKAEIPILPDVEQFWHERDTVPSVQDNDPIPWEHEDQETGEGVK
FBW7 act: activators of human E3 ligase FBW7; Q969H0; AlphaScreen FBW7–phospho-cyclin E peptide binding, activator screen; normalized activity (activation), % at 26.1 µM; 0.13% of 650,000 active; AID 1259310; in the data active = normalized activity above about 1.9%;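 also: purified mutant Fbw7 with reduced substrate affinity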
The depositor's hits bear a star.

Values in the order: MITF primary | TEAD-YAP block | GPR151 ag | FBW7 act
COc1cc(-c2nnc(SCC(=O)Nc3cccc(Cl)c3)nc2-c2cc(OC)c(OC)c(OC)c2)cc(OC)c1OC
    15 | 14 | -1.6 | 0.2
CCOC(=O)c1ccc(NC(=S)NNC(=O)Cc2ccc(OCC)c(OCC)c2)cc1
    13 | 12 | 0.8 | -0.2
N/C(=N\OC(=O)c1cccc(F)c1)c1ccncc1
    -6 | -45 | -2.6 | -0.1
CSC1=NCCN1C(=O)c1ccccc1[N+](=O)[O-]
    4 | 9 | -0.8 | 0.4
O=C(Nc1ccc(Br)cc1F)N1CCC(CN2CCCCC2)CC1
    23 | 10 | -0.7 | 0.5
Cc1nc(NC(=O)c2ccc(Cl)cc2[N+](=O)[O-])sc1C
    12 | -36 | -1.7 | 0.0
O=C(Nc1ccccc1)/C(=C1\Nc2ccc([N+](=O)[O-])cc2N1)[N+](=O)[O-]
    -1 | -5 | -0.9 | 0.0
CCC1C(=O)CC(c2cc(OC)ccc2OC)NC1c1cc(OC)ccc1OC (centres undefined)
    6 | -2 | 1.1 | -0.1
Cc1ccc2c(c1)sc(=NC(=O)c1ccc(S(=O)(=O)N(C)C)cc1)n2C
    -5 | -2 | 1.1 | 0.2
COc1ccc(-c2cnc(NCc3cccc(Cl)c3)n2C)cc1
    31 | -11 | 0.5 | -0.2
CN1C(=O)[C@H]2CN(Cc3ccc(Cl)cc3)CCN2C(=O)[C@@H]1Cc1ccccc1
    -6 | -19 | -1.8 | -0.1
COCC(C)NC(=O)c1ccc(OC)cc1OC (centres undefined)
    1 | 6 | 0.3 | -0.1
CC(=Nc1cccc(C)c1)c1sc2ccccc2c1O
    -2 | -41 | -0.6 | 0.8
O=C(CN1CCCCC1)N1N=C(c2c(-c3ccccc3)c3cc(Cl)ccc3[nH]c2=O)CC1c1ccccc1 (centres undefined)
    32 | 6 | 0.1 | 1.0
COc1ccc(/C=C2\C=C(c3ccccc3)N(c3ccccc3Br)C2=O)cc1
    10 | 24 | -0.7 | -0.1

Some entries already given, showing only GPR151 ag, MITF primary and TEAD-YAP block.
| mol | GPR151 ag | MITF primary | TEAD-YAP block |
| --- | --- | --- | --- |
| O=C(CN1CCCCC1)N1N=C(c2c(-c3ccccc3)c3cc(Cl)ccc3[nH]c2=O)CC1c1ccccc1 (centres undefined) | 0.1 | 32 | 6 |
| O=C(Nc1ccc(Br)cc1F)N1CCC(CN2CCCCC2)CC1 | -0.7 | 23 | 10 |

Following part
Values in the order: MITF primary | TEAD-YAP block | GPR151 ag | FBW7 act
O=C(O)c1ccn(Cn2cnc3ccccc32)n1
    4 | -10 | 1.0 | 0.1
Cc1cc(/C=C(\C#N)C(=O)NCc2cccs2)c(C)n1-c1ccc([N+](=O)[O-])cc1
    12 | -5 | 1.7 | 0.1
CCOC(=O)CNc1ccccc1OCCOc1ccccc1NCC(=O)OCC
    0 | -2 | 1.8 | -0.1
CCCCN(CC)C(=O)CSc1ccccc1
    1 | -1 | 3.7 | 0.0
O=C(NCCCO)c1nnc(-c2cccc(Cl)c2)o1
    14 | -31 | -0.6 | 0.1
COc1ccc(C2=NN(CC(=O)NCCCN3CCCC(C)C3)C(=O)CC2)cc1 (centres undefined)
    3 | 9 | 2.6 | 0.2
Cc1ccc(C(=O)NCc2n[nH]c(=S)n2-c2ccc(Br)cc2)cc1C
    1 | 3 | 0.2 | 0.1
Cc1ccccc1C(=O)Nc1nnn(C)n1
    -13 | -5 | -2.7 | -0.2
COc1ccc(C2C(C#N)=C(N)Oc3n[nH]c(-c4ccc(Br)cc4)c32)cc1O (centres undefined)
    -8 | -8 | 0.4 | -0.7
O=C1CC(c2ccco2)CC2=C1C=Nc1ccccc1N2 (centres undefined)
    7 | 1 | -0.4 | 0.0
O=C(NC1CCCC1)c1ccc(NC2=NC3CS(=O)(=O)CC3S2)cc1 (centres undefined)
    5 | 2 | 2.9 | 0.0
CN(CCCN1C(=O)C2C(C(=O)Nc3ccc(Br)cc3)C3C=CC2(O3)C1C(=O)NC1CCCCC1)Cc1ccccc1 (centres undefined)
    11 | 11 | 0.3 | -0.1
CC(=O)c1cccc(NC(=S)NC(=O)CC(C)(C)C)c1
    19 | -17 | 0.7 | 0.2
Cc1cc(C(=O)N2CCN(CCNC(=O)Cc3ccc(-c4ccccc4)cc3)CC2)no1
    17 | 12 | 0.0 | 0.7
O=C1CC(c2ccc(S(=O)(=O)NC(c3ccccc3)c3ccccc3)cc2)CN1 (centres undefined)
    21 | 8 | 0.4 | 0.1

Additional structures.
Values in the order: MITF primary | TEAD-YAP block | GPR151 ag | FBW7 act
CC(C)NC(=O)COc1ccc(-c2ccc(C#N)cc2)cc1
    -5 | -6 | 2.6 | -0.3
O=C(Cc1cccs1)Nc1c2c(nn1-c1ccccc1)CSC2
    3 | 8 | 0.1 | 0.0
CC(=O)c1ccc(OCC(=O)NCc2ccccc2)cc1
    6 | -7 | 1.3 | 0.3
Cc1cccc(C(=O)NCCc2nnc(SCC(=O)Nc3nc(C)cs3)n2C)c1
    -10 | -1 | -0.6 | 0.0
COc1ccccc1Cn1c(SCC(=O)N2CCCc3ccccc32)nc2ccccc2c1=O
    10 | 0 | 0.9 | 0.1
O=C(/C=C/c1cc2ccccc2o1)c1ccccc1O
    16 | -30 | -0.1 | 0.0
CCCNc1nc(NCC)nc2c1ncn2-c1ccccc1
    4 | -27 | -0.4 | -0.1
Cc1cc(C)n(-c2ccc(F)cc2CN2CCN(Cc3ccc(C)o3)C(CCO)C2)n1 (centres undefined)
    4 | 6 | 0.7 | 0.0
CC(C)CCNC(=O)Cn1c2c(c(-c3ccccc3Cl)cc1=O)CCC2
    12 | 3 | -1.0 | 0.1
CC(=O)Nc1cccc(NC(=O)CSc2nnc3[nH]c(=O)cc(-c4ccccc4)n23)c1
    -2 | 17 | -0.5 | 0.1
COc1ccc(-n2nc(C(=O)NCC(=O)N3CCCC3)c3ccccc3c2=O)cc1Cl
    7 | -3 | -0.6 | -0.1
COc1ccc(-c2nn(-c3ccccc3)cc2C(=O)Nc2ccc(C(=O)O)cc2)cc1OC
    -10 | -12 | -0.5 | 0.0
C=CCn1c(SCC(=O)/C(C#N)=C(\C)N)nnc1-c1ccoc1C
    -1 | 6 | -0.7 | 0.0
CCOC(=O)c1c(NC(=O)C(C)Sc2nnc(CNC(=O)c3cc(OC)cc(OC)c3)n2-c2ccc(F)cc2)sc2c1CCC2 (centres undefined)
    -5 | 4 | 1.6 | -0.1
CC(C)(C)Nc1c(-c2ccc(O)cc2O)nc2cnccn12
    3 | -15 | 0.4 | -0.1

The listing continues.
Values in the order: MITF primary | TEAD-YAP block | GPR151 ag | FBW7 act
CCc1ccc2cc(C#N)c(N3CCCC(O)C3)nc2c1 (centres undefined)
    -7 | -6 | -0.2 | -0.3
O=c1oc2ccc(Cl)cc2nc1/C=C(\O)c1ccc([N+](=O)[O-])cc1
    18 | -10 | -0.9 | -0.1
CN(CCCN1CCOCC1)C(=O)CC1C(=O)NCCN1CC1CCCCC1 (centres undefined)
    6 | 6 | -0.6 | 0.2
COc1cc(C)c(Br)cc1S(=O)(=O)N1CCN(C)CC1
    -4 | 8 | -0.5 | 0.0
CCOc1ccc(OCC)c(C2C(C#N)=C(N)Oc3n[nH]c(C)c32)c1 (centres undefined)
    -1 | 3 | 3.5 | -0.1
CC1CCCCN1S(=O)(=O)c1ccc(NC(=O)c2ccc3c(c2)OCO3)cc1 (centres undefined)
    -8 | -8 | 0.7 | -0.3
COc1cc(/C=C2/C(=O)N(c3ccc(C)cc3)N=C2C)ccc1OC(C)=O
    -16 | 5 | -1.7 | -1.0
C/C(=N\NC(=O)CCn1c2ccccc2c2ccccc21)c1ccc(N)cc1
    15 | 5 | -0.2 | 0.2
Cc1ccc(SCC(=O)Nc2cccc(C(=O)O)c2)cc1
    14 | -18 | 0.4 | 0.2
O=C(NCCN1CCCC1)c1ccc(Cn2c(=S)[nH]c3ccc(Br)cc3c2=O)cc1
    6 | -1 | -0.8 | -0.1
COc1ccc(/C=C/C(=O)OC2CCCCC2=O)cc1 (centres undefined)
    7 | -33 | 0.3 | 0.1
CCC1CCc2c(sc(NC(=O)c3cnccn3)c2C(N)=O)C1 (centres undefined)
    25 | -1 | -0.4 | 0.1
CCCSc1nnc2c(n1)OC(c1cccc(OC)c1)Nc1ccccc1-2 (centres undefined)
    11 | -38 | -0.1 | -0.1
CCCC(=O)N1CCN(c2ccc(F)cc2[N+](=O)[O-])CC1
    -1 | -1 | 1.2 | -0.2
O=C(CSc1ccc2nnc(-c3cccc(F)c3)n2n1)Nc1ccc2c(c1)OCO2
    6 | 5 | 0.4 | -0.2

The list goes on:
mol	MITF primary	TEAD-YAP block	GPR151 ag	FBW7 act
COc1cc(OC)c(/C=C2/SC(NC(C)=O)=NC2=O)cc1Br	-6	-5	-1.0	0.2
CCOC(=O)c1c(-c2ccccc2)csc1NC(=O)CSc1nc2ccccc2o1	0	-1	-0.8	-0.2
COc1ccc(C(=O)Nc2nnc(SCc3cccc(F)c3)s2)c(OC)c1	6	-40	-1.7	-0.1
NC(=O)CSc1nc2cc3c(cc2c(=O)n1CCCCCC(=O)NCc1ccc2c(c1)OCO2)OCO3	5	-3	1.0	0.0
CNC(=O)Cc1nc2ccccc2n1CC(=O)Nc1cc(C)cc(C)c1	9	3	-0.4	1.4
NNC(=O)c1ccc2c(=O)n3c(nc2c1)CCCCC3	5	-14	-0.2	-0.1
COc1ccc(Cl)cc1NC(=O)Cn1cnc2sc3c(c2c1=O)CCCC3	-2	-4	-0.6	-0.1
Cc1cc(I)ccc1NC(=O)c1cccc(CSc2nncn2C)c1	17	-7	-1.6	0.0
CCOC(=O)c1c(CN2CCN(CC#N)CC2)n(C)c2cc(Br)c(OC)cc12	0	3	0.5	-0.1
COc1ccc(-c2cc(C(=O)N3CC4(C)CC3CC(C)(C)C4)on2)cc1OC (centres undefined)	15	11	-0.7	0.2
COc1cc(C(=O)Nc2ccc3c(c2)oc2ccccc23)cc(OC)c1OC	-4	57*	0.4	0.0
COc1ccc(C(=O)NCC(=O)N/N=C/c2cc(O)ccc2[N+](=O)[O-])cc1OC	4	5	0.0	0.0
Cc1cc(NC(=O)c2cc(Br)ccc2I)ccc1NC(=O)c1ccccc1	15	12	1.0	-0.1
O=C(NC(=S)Nc1ccccc1Cl)c1sc2ccccc2c1Cl	3	-7	0.4	0.0
Cc1ccc(CS(=O)(=O)NC(=O)N(Cc2ccc(Cl)cc2)c2cnccn2)cc1	-3	-1	1.6	-0.1
S=C1NCN(C2CCCCC2)CN1	2	-1	0.6	-0.1
CC1=C(C#N)C(c2c(F)cccc2Cl)C(C#N)=C(C)N1	-9	7	0.6	0.0
CCN(CC)S(=O)(=O)c1cccc(NC(=O)CSc2nnc(N)s2)c1	13	-10	2.7	0.1
Cc1ccc(SCc2[nH]nc3c2C2(CCSCC2)C(C#N)=C(N)O3)cc1	14	7	-1.1	-0.1
COc1ccc([C@@H]2[C@@H](C(=O)c3ccc(C)cc3)N3c4ccccc4C=C[C@@H]3C2(C#N)C#N)cc1OC	-14	4	-0.4	-0.1

Going on with the list.
mol	MITF primary	TEAD-YAP block	GPR151 ag	FBW7 act
O=C(NCc1ccco1)c1ccc2c(=O)n(Cc3ccc(Cl)cc3)c(=S)[nH]c2c1	2	3	0.3	0.1
CC(=O)c1cccc(-n2c(=O)[nH]c3cc(-c4ccccc4)sc3c2=O)c1	2	6	-0.4	-0.1
CCOc1ccccc1NC(=O)CN(c1cccc(Cl)c1Cl)S(C)(=O)=O	6	6	0.4	0.1
N#CC1C(=O)NC(=O)C([n+]2ccccc2)C1c1cccc([N+](=O)[O-])c1 (centres undefined)	5	19	0.6	-0.1
O=C(N/N=C/c1cc(O)ccc1[N+](=O)[O-])c1ccccn1	7	-21	-2.1	-0.4
CCOC(=O)C1=C(O)/C(=C/c2ccc(N(C)C)cc2)SC1=Nc1cccc(Cl)c1	8	1	-1.5	0.3
O=C(CC(CC(=O)c1ccccc1)c1ccccc1)c1ccccc1	2	8	-0.5	0.5
CCCS(=O)(=O)Nc1cccc(S(=O)(=O)N(C)C)c1	6	4	-0.8	0.2
O=C(CCn1c(=O)oc2cc(Cl)ccc21)n1c(=O)oc2cc(Cl)ccc21	-49	1	2.8	0.1
CC(Oc1ccc(Br)cc1)C(=O)N/N=C\c1cc([N+](=O)[O-])ccc1O (centres undefined)	6	3	-0.5	-0.7
CCOC(=O)c1c(NC(=O)C2CC(=O)NN2C)sc(C)c1C (centres undefined)	5	1	-1.0	0.1
CN(CC(O)COCCOc1ccc(Cl)cc1)C1CCCCC1 (centres undefined)	29	2	-0.8	-0.1
CCC(CC)NS(=O)(=O)c1ccc(OC)cc1	19	9	-0.3	-0.1
CCc1nnc(SCC(=O)NCc2ccco2)c2cc3occc3n12	0	-4	-0.1	-0.2
CCOC(=O)Cc1ccc(N(Cc2ccc(F)cc2)S(=O)(=O)c2c(C)cc(C)cc2C)cc1	4	-1	1.6	0.0
C=CCN(CC=C)Cc1c(C(=O)N2CCOCC2)nc2c(C)cccn12	11	15	0.1	0.1
C=CCNC(=O)c1cc2c(n(-c3ccc(Cl)cc3)c1=O)CCCC2=O	18	5	-1.0	0.4
COc1ccc(C2CC(c3cccs3)=NN2C(=O)CSc2nnc(CNC(=O)Cc3ccccc3)n2-c2cccc(Cl)c2)cc1 (centres undefined)	-8	1	-0.1	-0.2

Whole records, looked up by structure:
N#CC1C(=O)NC(=O)C([n+]2ccccc2)C1c1cccc([N+](=O)[O-])c1 (centres undefined) is listed with MITF primary = 5; TEAD-YAP block = 19; GPR151 ag = 0.6; FBW7 act = -0.1
CCOC(=O)C1=C(O)/C(=C/c2ccc(N(C)C)cc2)SC1=Nc1cccc(Cl)c1 is listed with MITF primary = 8; TEAD-YAP block = 1; GPR151 ag = -1.5; FBW7 act = 0.3
CC(Oc1ccc(Br)cc1)C(=O)N/N=C\c1cc([N+](=O)[O-])ccc1O (centres undefined) is listed with MITF primary = 6; TEAD-YAP block = 3; GPR151 ag = -0.5; FBW7 act = -0.7
